Screening data deposited in PubChem BioAssay by National Center for Advancing Translational Sciences (NCATS).
Tau fluor counter – counter-screen for tau fibril formation inhibitors; tau K18 P301L (four-repeat tau fragment) Alexa594 fluorescence, heparin fibrillization; Potency, µM (top dose mostly 57.7 µM), for inactives: at the highest dose activity change, negative = decrease; actives 0.93% (n = 280,000); AID 1463; note: % is set by controls: 0 for no effect and ±100 for the full control effect; nearly all actives have a fitted effect of over 55% in size
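Human K18 P301L tau (15 uM unlabeled plus 0.24 uM Alexa 594-labeled, final) in 100 mM sodium acetate pH 7 was mixed with compound and 20 uM heparin and incubated 6 hr at 37 C.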
GAA inhib – inhibitors of human lysosomal alpha-glucosidase; AID 1466; P10253; actives 0.005% (n = 200,000); purified human GAA, 4-MU-alpha-glucoside fluorescence; Potency, µM (top dose mostly 76.9 µM), for inactives: at the highest dose activity change, negative = inhibition, most hits filed as inhibitors;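 note: plate controls were uninhibited enzyme wells for no effect and no-enzyme background for full effect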
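Human enzyme at 4 nM with 400 uM 4-methylumbelliferyl-alpha-D-pyranoside, citrate/phosphate buffer pH 5.0, 0.005% Tween-20, 20 min at room temperature. Compounds up to 77 uM. 4-MU fluorescence (Ex 365/Em 440) read after NaOH/glycine stop; AC50 from Hill fit.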
ALDH1A1 inh – inhibitors of human aldehyde dehydrogenase 1A1; P00352; Purified ALDH1A1, NADH fluorescence, propionaldehyde substrate; Potency, µM (top dose mostly 75.3 µM), without a hit: top-dose activity, negative = inhibition, hits mostly inhibitors; actives 7.3% (n = 220,000); active = well fitted inhibition curve with a large enough effect, not every such curve was filed as active; inconclusive = small, poorly fitted or top-dose-only effect, or another doubt; inactive = no such curve, though single readings can be large or run the other way;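 note: plate controls were no enzyme wells and a reference inhibitor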
Target sequence (P00352 whole entry, looked up): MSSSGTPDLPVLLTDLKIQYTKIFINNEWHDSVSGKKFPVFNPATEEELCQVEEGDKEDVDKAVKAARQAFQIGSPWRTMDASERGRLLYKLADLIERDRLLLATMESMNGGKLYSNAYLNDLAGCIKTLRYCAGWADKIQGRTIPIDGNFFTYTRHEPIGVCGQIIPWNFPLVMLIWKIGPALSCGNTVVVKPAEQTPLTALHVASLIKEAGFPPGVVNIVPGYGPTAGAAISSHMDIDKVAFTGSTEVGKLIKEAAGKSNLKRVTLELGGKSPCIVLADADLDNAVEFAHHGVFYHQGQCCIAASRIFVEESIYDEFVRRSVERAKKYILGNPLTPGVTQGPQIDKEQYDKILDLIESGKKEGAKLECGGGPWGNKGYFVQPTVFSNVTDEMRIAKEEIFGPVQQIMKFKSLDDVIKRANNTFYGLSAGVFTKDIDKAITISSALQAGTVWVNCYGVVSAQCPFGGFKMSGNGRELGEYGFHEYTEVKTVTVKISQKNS
Epigenetic reg – derepresses silenced GFP reporter in murine cells; Potency, µM (titrated, usually from 53.9 µM), for the others: top-dose GFP activation, hits mostly activators; murine LDR cells, GFP reporter derepression, 30 h; actives 0.2% (n = 280,000); note: % of control where 0% means no effect; nearly all actives have a fitted effect of over 60% in size
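Reporter derepression read as number of fluorescent GFP-positive objects, 20-120 um in size, counted by laser-scanning cytometer. Mouse LDR line with an epigenetically silenced CMV-GFP locus; compound incubation 30 h, 37 C.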
GLA spleen mod – alpha-galactosidase A (human) modulation | human spleen homogenate, 4MU-alpha-Gal fluorescence, 40 min | Potency, µM (doses to about 80 µM), for the others: at the highest dose activity change, negative = inhibition, usual class: inhibitors | actives 0.008% (n = 240,000) | AID 2107;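 note: 0% = enzyme with vehicle and -100% = no enzyme basal signal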
Target sequence (P06280 32-429 limits assumed): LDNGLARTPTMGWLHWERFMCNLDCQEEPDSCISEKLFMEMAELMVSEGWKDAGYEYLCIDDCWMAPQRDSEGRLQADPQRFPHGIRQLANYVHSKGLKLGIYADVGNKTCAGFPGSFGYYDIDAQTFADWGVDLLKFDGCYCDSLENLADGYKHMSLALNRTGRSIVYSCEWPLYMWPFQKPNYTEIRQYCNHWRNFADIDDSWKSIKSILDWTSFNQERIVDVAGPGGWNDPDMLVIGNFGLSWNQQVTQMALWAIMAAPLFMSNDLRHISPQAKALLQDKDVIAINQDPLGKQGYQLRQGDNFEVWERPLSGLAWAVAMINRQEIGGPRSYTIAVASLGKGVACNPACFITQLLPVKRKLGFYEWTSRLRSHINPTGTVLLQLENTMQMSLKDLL
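qHTS titration in buffer at pH 5.0. Alpha-galactosidase activity in spleen homogenate was measured via 4-methylumbelliferone release from 1 mM fluorogenic substrate after 40 min at 37C and a pH 10 stop. AC50 came from Hill fits of control-normalized data.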
NPSR antagonist – blocks cAMP signaling of the human neuropeptide S receptor; Q6W5P4; CHO-NPSR cells, cAMP TR-FRET, antagonist mode; Potency, µM (doses to about 38.3 µM), for inactives: at the top dose activity change, negative = inhibition, usual class: inhibitors; actives 1% (n = 220,000); AID 1461; note: % is set by controls: 0 for no effect and ±100 for the full control effect; nearly all actives have a fitted effect of over 50% in size; many of its hits are not listed in these tables
aGlu spleen mod – inhibits or activates alpha-glucosidase in human spleen homogenate; P10253; human spleen homogenate, 4-MU-alpha-glucoside fluorescence; Potency, µM (series often up to 79.9 µM), inactives show at the highest dose activity change, negative = inhibition, hits mostly inhibitors; actives 0.006% (n = 240,000); AID 2112;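 note: 0% = enzyme with vehicle and -100% = no enzyme basal signal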
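Enzyme source: human spleen homogenate, 1 ug/well. Buffer 50 mM citric acid/K phosphate pH 5.0, 0.01% Tween-20. 4-MU-alpha-glucoside 1 mM; 37 C x 40 min; NaOH/glycine stop; fluorescence.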
GAA glycogen mod – GAA glycogen-cleavage inhibition or activation; P10253; recombinant GAA, glycogen substrate, Amplex Red glucose oxidase fluorescence; Potency, µM (top dose mostly 76.4 µM), inactives show top-dose activity change, negative = inhibition, actives largely listed as inhibitors; actives 0.38% (n = 300,000);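 note: 0% = full enzyme reaction and -100% = no-enzyme basal signal; the screen sought inhibitors and activators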
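Natural-substrate format: glycogen cleavage by 4 nM human enzyme, glucose read by Amplex Red coupling (Ex 573, Em 610 nm). Normalized to enzyme and no-enzyme controls.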
* hit, by the source's call; ? = inconclusive; . = not tested or not shown; [ ] = remark or other dose. Unless noted, calls come from the whole dose curve; as a rule, active = well fitted curve in the direction sought with a large enough effect; inconclusive = small, poorly fitted or top-dose-only effect, or another doubt; inactive = no such curve, though single readings can be large; an effect the other way counts as inactive or inconclusive. Potency is the fitted concentration of half-maximal effect.

SMILES | Tau fluor counter | GAA inhib | ALDH1A1 inh | Epigenetic reg | GLA spleen mod | NPSR antagonist | aGlu spleen mod | GAA glycogen mod
NC(=O)CC(NC(=O)Cc1ccc(Cl)cc1)c1ccc(NCCc2ccccc2F)c([N+](=O)[O-])c1 (configuration not stated) | -22% | . | . | 0.2% | 2% | 2% | -5% | -3%
COc1ccc(OC)c(NC(=S)NCCN2CCOCC2)c1 | 13% | 4% | 17% | 0.0% | 2% | 4% | -10% | -5%
O=C(c1ccc(COc2c(F)c(F)c(F)c(F)c2F)o1)N1CCOCC1 | 0% | 0% | -8% | 0.0% | -4% | -5%[46.1 µM] | 2% | 2%
COc1ccc(/C=C/C(=O)c2c(O)c(OC)c3occc3c2OC)cc1 | ? | 8% | ? | -6.0% | -9% | 27% | 3% | -19%
COc1ccccc1N1CCN(C(=O)C2CCN(S(=O)(=O)c3ccc(C)cc3)CC2)CC1 | -5% | 11% | ? | 3.7% | -1% | 31% | -6% | 5%
CN(C)c1ccc(/C=C(\Cl)c2nc3ccccc3s2)cc1 | 2% | -2% | -9% | 0.0% | 4% | -9% | -3% | 9%
CCc1ccc(NC(=O)CSc2nc3c(c(=O)n(C)c(=O)n3C)n2C)cc1 | -5% | 0% | 4% | -2.9% | 6% | -10% | 1% | 9%
O=C(NC1CCCC1)C(c1ccccc1F)N(C(=O)c1ccco1)C1CCCC1 (configuration not stated) | 6% | -8% | 13% | -2.2% | -1% | -28%[46.1 µM] | -4% | -4%
NS(=O)(=O)c1ccc(CNC(=O)c2ccccn2)cc1 | -10% | . | . | 5.1% | 3% | -10% | -3% | 3%
CCn1c(C(=O)N2CCC(C(=O)NCCCSC3CCCCC3)CC2)cc2sccc21 | -22% | -14% | 3.2µM* | 5.4% | -4% | -22%[46.1 µM] | -2% | 1%
CC(=O)Nc1cccc(NS(=O)(=O)c2cccc3nsnc23)c1 | -2% | 3% | ? | 0.9% | 1% | 8%[46.1 µM] | -1% | 6%
Cc1nn(-c2ccccc2)c2sc(C(=O)N(Cc3ccco3)C(C)C(=O)NC(C)(C)C)cc12 (configuration not stated) | -5% | -2% | -8% | -2.1% | -4% | ? | -12% | -3%
Nc1nonc1-c1nc2ccccc2n1Cc1ccc(F)cc1 | -28% | -11% | ? | 4.0% | -1% | ? | -6% | -3%
Cc1cc(C)cc(NC(=O)CCN2CC(C)OC(C)C2)c1 (configuration not stated) | -6% | -2% | 12% | -4.5% | -8% | 2%[46.1 µM] | -7% | 4%
Cc1ccc(C)c(N2C(=O)CS/C2=N\NC(=O)c2ccccc2Cl)c1 | -10% | -2% | 3% | 1.5% | 1% | -3%[46.1 µM] | -20% | 5%
Cc1cc(NC(=O)CSc2nc(-c3ccccc3Cl)nc3c2c(=O)n(C)c(=O)n3C)no1 | -3% | 0% | 13% | 1.5% | 0% | ? | 3% | 1%
C[C@@H]1CC=C[C@@H]2[C@H]1C(=O)N(Cc1ccccc1)[C@H]2c1ccccc1Br | ? | . | 0% | 4.3% | -2% | . | 7% | .
Cc1cc(C(=O)Nc2ccc(Cl)cc2)c(C)n1Cc1cccs1 | ? | -11% | -3% | 2.5% | -21% | 48% | 5% | -14%
CC(C)(C)NC(=O)N1CCC(CO)(Cc2ccccc2Cl)CC1 | 1% | 6% | 9% | 0.0% | -8% | 0% | -6% | 6%
Cc1cc(Nc2ccc(Br)cc2)n2nc(C)nc2n1 | -4% | 2% | 7% | 0.0% | 9% | -4%[46.1 µM] | 3% | 0%
Cc1ccc(S(=O)(=O)N2CCC(=O)N(C(CO)C(C)C)CC2)cc1 (configuration not stated) | -10% | 4% | -1% | 7.3% | 0% | 18% | -2% | 4%
Cc1ccc(Cc2cnc(NC(=O)C3CCCO3)s2)cc1 (configuration not stated) | -9% | -11% | 0% | -0.9% | 10% | -12%[46.1 µM] | 3% | 1%
O=C(Cc1c(O)c2ccccc2[nH]c1=O)NCc1ccccc1 | -1% | ? | ? | -1.1% | 7% | -2%[46.1 µM] | 2% | 4%
O=S(=O)(Cc1ccccc1)N1CCCC(c2nc(-c3ccc(F)cc3)no2)C1 (configuration not stated) | -24% | -2% | 0% | -0.7% | 3% | ? | -5% | -1%
CC1(C)Cc2ccccc2-c2nnc(SCC(=O)Nc3nc4ccccc4s3)n21 | -3% | -5% | 1% | -0.6% | -1% | ? | -6% | -2%
CCCNS(=O)(=O)c1ccc(C(=O)NCC2CCCO2)cc1 (configuration not stated) | 16% | -3% | 12% | 0.9% | -4% | -23%[46.1 µM] | -1% | -5%
Cn1cccc1C(=O)C(=O)Nc1ccc(Cl)cc1 | -7% | ? | 3% | -0.2% | -5% | -3%[46.1 µM] | -12% | 7%
O=C(COC(=O)CCC(=O)c1ccc2c(c1)OCCO2)NCc1ccc2c(c1)OCO2 | -7% | -4% | ? | -5.8% | 3% | 1%[46.1 µM] | 7% | -4%
Cc1cccc(S(=O)(=O)NCC2CCCO2)c1 (configuration not stated) | 1% | 2% | 3% | -1.0% | 1% | 1%[46.1 µM] | 0% | 3%
O=C(Nc1nnc(-c2ccc(F)cc2)s1)C1CCN(S(=O)(=O)c2ccc(Cl)cc2)CC1 | 0% | -4% | 1% | 0.0% | 0% | -53% | -1% | 12%
CCN(CC)S(=O)(=O)c1cccc(-c2nnc(SCCOc3ccc(Cl)cc3)o2)c1 | -19% | -1% | 8% | -0.2% | -3% | -17%[46.1 µM] | -2% | 0%
C/C(CC(=O)Nc1ccccc1C)=N\NC(=O)Cc1csc(N)n1 | -4% | 2% | ? | -0.9% | 1% | -22%[46.1 µM] | -2% | -15%
Cn1c(=O)c2c(nc(NCCCO)n2C/C=C/c2ccccc2)n(C)c1=O | -5% | -7% | -6% | 4.2% | 0% | -3%[46.1 µM] | -5% | 5%
O=C(Nc1cccc2nsnc12)c1cccnc1 | -6% | 4% | ? | -1.1% | -10% | -6% | -3% | 3%
OC1(c2ccc(F)cc2)CN(c2ccccc2)C2=[N+]1CCS2 (configuration not stated) | -10% | 4% | -2% | -1.5% | 6% | -10% | 9% | -6%
CC(C)(C)CNc1cc(N2CCCC2)ccc1[N+](=O)[O-] | -4% | -1% | 14% | -1.9% | 0% | -10%[46.1 µM] | -3% | -4%
Cc1ccc(C(=O)CSc2nn3c(=O)c(C(C)(C)C)nnc3s2)cc1 | -9% | -3% | ? | 4.5% | 4% | -5%[46.1 µM] | 2% | -4%
CCOC(=O)c1c(C)oc2cc(Br)c(O)c(Br)c12 | -7% | 6% | 5% | -0.8% | 15% | 2%[46.1 µM] | -8% | -9%
O=C(O)C1C2CCC(O2)C1C(=O)Nc1ccc(O)cc1 (configuration not stated) | -8% | -3% | ? | 1.0% | -2% | 11% | -8% | 0%
Cc1ccc(OCCn2cc(/C=C(\C#N)C(=O)NCC3CCCO3)c3ccccc32)cc1 (configuration not stated) | -18% | -8% | -15% | 1.5% | -2% | -15% | -6% | 2%
CCOC(=O)C1=C(C)N(C)C(C)=C(C(=O)OCC)C1c1ccc(C(=O)OC)cc1 | -13% | -8% | 1% | -2.3% | 0% | -22%[46.1 µM] | 1% | -11%
Fc1ccc(OCc2nc(-c3ccc(Br)o3)no2)c(F)c1 | -12% | 4%[15.4 µM] | ? | 0.8% | 5% | -9%[46.1 µM] | -9% | -10%
CCSc1nc2ccccc2n1Cc1nc(N)nc(N(C)C)n1 | 2% | -6% | 11% | -1.9% | 4% | -22%[46.1 µM] | 2% | 0%
COc1ccccc1N1CCN(C(=O)Cn2c(=O)[nH]c3ccsc3c2=O)CC1 | -12% | 3% | 12% | -1.6% | 4% | -10%[46.1 µM] | -4% | 1%
COc1ccc(NC(=O)Nc2nnc(-c3ccncc3)s2)cc1 | -23% | 0% | -11% | -0.2% | 12% | -10% | 0% | 4%
CCn1ncc(/C=C/C(=O)c2ccccc2)c1C | -10% | -1% | 2% | 1.1% | -3% | 15% | -1% | 5%
Cc1c(CNC2CCCC2)c(C(=O)O)c(C)n1Cc1ccccc1 | -11% | -2% | 5% | -3.2% | -2% | 17% | -4% | -9%
O=C1C(C=NCCN2CCOCC2)=C(O)c2ccccc21 | -5% | -6% | -2% | -4.8% | -6% | 9% | 0% | 6%
COCCCNS(=O)(=O)c1ccc2[nH]c(=O)[nH]c2c1 | 4% | . | . | -1.0% | -6% | 5% | 0% | 1%
CSc1ccc(CN2CCN(C(=O)c3ccncc3)CC2)cc1 | 3% | 15% | 4% | 0.0% | 7% | -1% | -3% | -5%
Cc1nc2ccc(Nc3ccncc3)cc2s1 | -2% | 1% | 0% | 4.8% | -3% | 6% | -5% | 8%

Structures shown so far containing an aryl thioether with sulfur outside any ring, in the order listed:
SMILES | Tau fluor counter | GAA inhib | ALDH1A1 inh | Epigenetic reg | GLA spleen mod | NPSR antagonist | aGlu spleen mod | GAA glycogen mod
CCc1ccc(NC(=O)CSc2nc3c(c(=O)n(C)c(=O)n3C)n2C)cc1 | -5% | 0% | 4% | -2.9% | 6% | -10% | 1% | 9%
Cc1cc(NC(=O)CSc2nc(-c3ccccc3Cl)nc3c2c(=O)n(C)c(=O)n3C)no1 | -3% | 0% | 13% | 1.5% | 0% | ? | 3% | 1%
CC1(C)Cc2ccccc2-c2nnc(SCC(=O)Nc3nc4ccccc4s3)n21 | -3% | -5% | 1% | -0.6% | -1% | ? | -6% | -2%
CCN(CC)S(=O)(=O)c1cccc(-c2nnc(SCCOc3ccc(Cl)cc3)o2)c1 | -19% | -1% | 8% | -0.2% | -3% | -17%[46.1 µM] | -2% | 0%
Cc1ccc(C(=O)CSc2nn3c(=O)c(C(C)(C)C)nnc3s2)cc1 | -9% | -3% | ? | 4.5% | 4% | -5%[46.1 µM] | 2% | -4%
CCSc1nc2ccccc2n1Cc1nc(N)nc(N(C)C)n1 | 2% | -6% | 11% | -1.9% | 4% | -22%[46.1 µM] | 2% | 0%
CSc1ccc(CN2CCN(C(=O)c3ccncc3)CC2)cc1 | 3% | 15% | 4% | 0.0% | 7% | -1% | -3% | -5%

The list is partial; rates above refer to the full screens.
